Screens as filed in PubChem.
TcdB inh – TcdB glycohydrolase inhibition; TcdB glycohydrolase enzymatic assay, plate reader; 350,000 tested, 0.24% active; AID 652162; inhibition, % at 9.99 µM; in the data active = inhibition above about 10%
Active calls of the source: *; & = joins results of further samples.

SMILES	TcdB inh
CN1c2ccc(-c3ccc(F)cc3)cc2[C@@H]2[C@@H](CCN2C(=O)Cc2ccccn2)[C@@H]1CO	0.8
CC(C)CC#Cc1ccc2c(c1)O[C@@H](CN(C)Cc1ccncc1)[C@@H](C)CN([C@@H](C)CO)S2(=O)=O	-0.6
C[C@@H]1CN([C@H](C)CO)C(=O)Cc2cc(NS(=O)(=O)c3ccccc3)ccc2O[C@H]1CN(C)Cc1ccc(Oc2ccccc2)cc1	-0.1
C[C@H](CO)N1C[C@H](C)[C@@H](CN(C)C(=O)CN(C)C)Oc2cc(C3=CCCC3)ccc2S1(=O)=O	-0.6
C/C=C/c1cnc2c(c1)C(=O)N([C@@H](C)CO)C[C@H](C)[C@H](CN(C)C(=O)CN1CCOCC1)O2	0.3
CO[C@@H]1CN(C)C(=O)c2cc(NC(=O)c3ccccc3)ccc2OC[C@H](C)N(C(=O)C2CC2)C[C@H]1C	0.9
CCCC#Cc1ccc2c(c1)O[C@H](CN(C)C(=O)c1cnccn1)[C@H](C)CN([C@H](C)CO)S2(=O)=O	0.8
CCCNC(=O)C[C@@H]1CC[C@H]2[C@@H](COc3ccc(NC(=O)Nc4cccc(C)c4)cc3C(=O)N2C)O1	0.5
C[C@H](CO)N1C[C@H](C)[C@H](CN(C)C(=O)Cc2ccccn2)Oc2ncc(C#C[C@@H](C)O)cc2C1=O	0.4
O=C(N[C@@H]1CC[C@H](CC(=O)N2CCN(c3ccccc3)CC2)O[C@H]1CO)c1ccncc1	-0.5
CC(=O)N[C@H]1CC[C@H](CC(=O)NCc2ccc(Cl)cc2)O[C@@H]1CO	-1.9
OC[C@@H]1[C@@H](c2ccc(-c3ccc(F)cc3)cc2)[C@@H]2CN(Cc3cccnc3)CCCCN12	0.4
Cc1noc(C)c1S(=O)(=O)Nc1ccc2c(c1)C(=O)N([C@H](C)CO)C[C@H](C)[C@H](CN(C)S(C)(=O)=O)O2	0.5
COc1ccccc1NC(=O)N1[C@@H]2CNC[C@H]1C2c1ccc(-c2ccccc2OC)cc1 (some centres undefined)	-0.4&0.7
Cc1ccccc1-c1ccc2c(c1)O[C@H](CN(C)C(=O)Nc1ccccc1)[C@@H](C)CN([C@@H](C)CO)S2(=O)=O	0.8
Cc1ccccc1S(=O)(=O)NCC[C@H]1CC[C@H](NC(=O)Nc2cccc(F)c2)[C@H](CO)O1	-0.7
C[C@H]1CN([C@@H](C)CO)C(=O)c2cc(NC(=O)C3CC3)ccc2O[C@H]1CN(C)Cc1ccc(C(F)(F)F)cc1	-0.8
C[C@H]1CN([C@@H](C)CO)C(=O)c2cccc(NC(=O)C3CCCCC3)c2O[C@H]1CN(C)C(=O)Nc1ccccc1	0.8
N#C[C@@H]1[C@@H](c2ccc(C#CC3CC3)cc2)[C@@H](CO)N1C(=O)Cc1ccccn1	1.7
Cc1noc(C)c1S(=O)(=O)Nc1ccc2c(c1)C(=O)N([C@@H](C)CO)C[C@H](C)[C@H](CN(C)C(=O)NC1CCCCC1)O2	-1.1

Two entries from above, as labelled records:
Cc1noc(C)c1S(=O)(=O)Nc1ccc2c(c1)C(=O)N([C@H](C)CO)C[C@H](C)[C@H](CN(C)S(C)(=O)=O)O2
- TcdB inh: 0.5

COc1ccccc1NC(=O)N1[C@@H]2CNC[C@H]1C2c1ccc(-c2ccccc2OC)cc1 (some centres undefined)
- TcdB inh: -0.4&0.7

Further compounds
SMILES	TcdB inh
COc1ccc2c3c([nH]c2c1)[C@H](CO)N(S(C)(=O)=O)CC31CCN(CC2CCCC2)CC1	0.7
COc1ccc2c3c([nH]c2c1)[C@H](CO)N(C(=O)c1ccccn1)CC31CCN(C(=O)C2CCCC2)CC1	1.2
C[C@@H]1CN([C@H](C)CO)C(=O)c2cc(NS(=O)(=O)c3ccccc3)ccc2O[C@@H](C)CCCCO[C@H]1CN(C)Cc1ccc2c(c1)OCO2	0.6
COC(=O)C[C@H]1CC[C@H]2[C@@H](COc3ccc(NC(=O)Nc4ccc(C#N)cc4)cc3C(=O)N2C)O1	0.8
C[C@@H]1CN([C@H](C)CO)C(=O)c2cc(/C=C/c3ccccc3)cnc2O[C@H]1CN(C)C(=O)c1cccc(F)c1	-0.2
C[C@H](CO)N1C[C@H](C)[C@@H](CN(C)C(=O)CCCN(C)C)OCCCC[C@H](C)Oc2ccc(NC(=O)CCCN(C)C)cc2C1=O	-3.5
CCC(=O)N1C[C@@H](C)[C@H](OC)CN(C)C(=O)c2ccc(NC(=O)c3ccc(F)cc3)cc2OC[C@@H]1C	0.4
COc1ccc(S(=O)(=O)Nc2ccc3c(c2)C(=O)N([C@H](C)CO)C[C@@H](C)[C@H](CN(C)S(=O)(=O)c2cccs2)O3)cc1	0.2
C[C@H]1CN([C@@H](C)CO)C(=O)c2cc(-c3ccccc3F)cnc2O[C@@H]1CN(C)Cc1cccc(F)c1	0.2
C[C@@H]1CN([C@@H](C)CO)C(=O)c2cc(NS(=O)(=O)c3ccccc3)ccc2O[C@@H]1CN(C)Cc1ccccc1	-0.8
Cc1noc(C)c1NC(=O)N(C)C[C@@H]1Oc2ccc(NS(=O)(=O)c3ccccc3)cc2C(=O)N([C@H](C)CO)C[C@@H]1C	-1.3
CCC(=O)N[C@H]1CC[C@H](CC(=O)NCc2ccccc2F)O[C@H]1CO	-0.7
C[C@@H]1CN([C@H](C)CO)C(=O)c2cc(/C=C/c3ccccc3)cnc2O[C@H]1CN(C)Cc1cccc(C(=O)O)c1	0.9
C[C@@H]1CN([C@H](C)CO)C(=O)c2cc(NC(=O)Nc3ccc(F)cc3)ccc2O[C@@H](C)CCCCO[C@H]1CN(C)C(=O)Nc1ccc(F)cc1	1.0
C[C@@H]1CN([C@@H](C)CO)S(=O)(=O)c2ccc(C3=CCCCC3)cc2O[C@H]1CN(C)C(=O)Cc1ccncc1	-0.7
CCN1[C@@H]2Cn3c(ccc(-c4ccccc4OC)c3=O)[C@H]1[C@@H](C(=O)N1CCOCC1)[C@@H]2CO	0.3
C[C@H](CO)N1C[C@H](C)[C@H](CN(C)C(=O)Cc2ccccn2)Oc2ncc(-c3ccncc3)cc2C1=O	0.4
Cc1noc(C)c1NC(=O)N[C@H]1CC[C@H](CCNC(=O)C2CCC2)O[C@@H]1CO	-7.2
Cc1noc(C)c1S(=O)(=O)Nc1ccc2c(c1)C(=O)N([C@H](C)CO)C[C@H](C)[C@@H](CN(C)Cc1ccc3c(c1)OCO3)O2	-14
CC(C)C#Cc1cnc2c(c1)C(=O)N([C@@H](C)CO)C[C@@H](C)[C@@H](CN(C)C(=O)c1ccccn1)O2	-0.1

2 of the compounds above, with bars between the fields:
molecule | TcdB inh
CCN1[C@@H]2Cn3c(ccc(-c4ccccc4OC)c3=O)[C@H]1[C@@H](C(=O)N1CCOCC1)[C@@H]2CO | 0.3
C[C@H](CO)N1C[C@H](C)[C@H](CN(C)C(=O)Cc2ccccn2)Oc2ncc(-c3ccncc3)cc2C1=O | 0.4

Later entries.
SMILES	TcdB inh
COc1ccc(S(=O)(=O)Nc2ccc3c(c2)CC(=O)N([C@@H](C)CO)C[C@H](C)[C@@H](CN(C)C)O3)cc1	-0.8
O=C(C[C@H]1C[C@H]2c3cc(NC(=O)C4CCC4)ccc3O[C@H]2[C@H](CO)O1)NCCc1ccccc1	-0.6
CS(=O)(=O)Nc1ccc2c(c1)[C@H]1C[C@H](CC(=O)NCCN3CCCCC3)O[C@@H](CO)[C@H]1O2	-1.3
COc1ccc(S(=O)(=O)Nc2cccc3c2O[C@@H](CN(C)Cc2ccc(C(=O)Nc4ccccc4N)cc2)[C@H](C)CN([C@@H](C)CO)C3=O)cc1	1.1
CN(C)CCCNC(=O)[C@@H]1[C@@H](CO)[C@@H]2Cn3c(ccc(-c4cccc(F)c4)c3=O)[C@@H]2N1C	0.3
COc1ccc(S(=O)(=O)Nc2ccc3c(c2)CC(=O)N([C@H](C)CO)C[C@@H](C)[C@@H](CN(C)CC2CCCCC2)O3)cc1	-0.2
CCS(=O)(=O)N1CC2(C1)[C@H](c1ccccc1)[C@H](CO)N2C(=O)c1ccccc1	0.0
C[C@@H]1CN([C@@H](C)CO)C(=O)c2cc(-c3cccc(C#N)c3)cnc2O[C@H]1CN(C)C(=O)c1ccccn1	0.5
COc1ccc(CN(C)C[C@H]2OCCCC[C@@H](C)Oc3ccc(NC(=O)Nc4ccc(F)cc4)cc3C(=O)N([C@@H](C)CO)C[C@@H]2C)cc1	1.0
CNC(=O)C[C@@H]1CC[C@H]2[C@H](COc3ccc(NC(=O)C4CCCCC4)cc3C(=O)N2C)O1	0.3
C[C@@H]1CN([C@H](C)CO)C(=O)c2cc(NC(=O)Nc3ccc(C(F)(F)F)cc3)ccc2O[C@@H](C)CCCCO[C@H]1CN(C)S(=O)(=O)c1cccs1	-0.4
Cc1ccc(S(=O)(=O)N(C)C[C@H]2Oc3ccc(NS(=O)(=O)c4cccs4)cc3CC(=O)N([C@H](C)CO)C[C@@H]2C)cc1	-0.2
O=C(C[C@H]1C[C@@H]2c3cc(NC(=O)c4cccnc4)ccc3O[C@@H]2[C@H](CO)O1)NC1CCCCC1	-0.7
CCCNC(=O)N1C[C@@H](O)COC[C@@H]2O[C@H](CC(=O)OC)CC[C@H]21	0.3
CO[C@H]1CN(C)C(=O)c2cc(NC(=O)c3cc(C)on3)ccc2OC[C@H](C)N(C)C[C@@H]1C	-0.4
Cc1ccc(S(=O)(=O)N(C)C[C@@H]2Oc3c(NC(=O)c4ccc(-c5nccs5)cc4)cccc3C(=O)N([C@H](C)CO)C[C@@H]2C)cc1	1.1
COc1ccc2c3c([nH]c2c1)[C@@H](CO)N(C(=O)NC(C)C)CC31CCN(C(=O)c2cnccn2)CC1	2.8
C[C@H](CO)N1C[C@H](C)[C@H](CN(C)Cc2ccc(O)cc2)OCc2ccccc2-c2c(n(C)c3ccccc23)C1=O	-3.4
COc1ccc(NC(=O)Nc2ccc3c(c2)C(=O)N([C@H](C)CO)C[C@@H](C)[C@H](CN(C)C)OCCCC[C@@H](C)O3)cc1	0.0
N#Cc1ccc(-c2ccc([C@@H]3[C@@H](CO)N4CCCCN(C(=O)Nc5ccc(F)cc5)C[C@@H]34)cc2)cc1	-0.4
Cc1noc(C)c1S(=O)(=O)N(C)C[C@@H]1Oc2c(NS(=O)(=O)c3ccc(F)cc3)cccc2C(=O)N([C@H](C)CO)C[C@@H]1C	-3.5
CN1CCN(C(=O)c2cc3c(c(-c4cccc(C#CCC5CCCC5)c4)n2)[C@@H](CCO)N(S(=O)C(C)(C)C)C3)CC1 (some centres undefined)	1.6
C[C@@H]1CN([C@H](C)CO)C(=O)Cc2cc(NC(=O)NC3CCCCC3)ccc2O[C@@H]1CN(C)Cc1ccc2c(c1)OCO2	0.2
CC(C)NC(=O)N1[C@@H](CO)[C@@H]2c3ccccc3N(C(=O)Nc3ccc(F)cc3)C[C@@H]21	-1.2
CO[C@H]1CC[C@H]2CCOc3c(C#N)cccc3C(=O)N(C)CC3(CCCCC3)CC(=O)N(C)C[C@@H]1O2	-1.1
COCC(=O)N(C)C[C@H]1Oc2ncc(C3=CCCCC3)cc2C(=O)N([C@H](C)CO)C[C@H]1C	1.4
O=C(C[C@H]1CC[C@@H]2[C@H](COC[C@@H](O)CN2Cc2nccs2)O1)NCc1ccc(Oc2ccccc2)cc1	0.0
C[C@@H](NC(=O)[C@H]1[C@H](CO)[C@H]2Cn3c(ccc(C4=CCCC4)c3=O)[C@@H]1N2C(=O)C1CC1)c1ccccc1	-0.3
COCC(=O)Nc1ccc2c(c1)C(=O)N(C)C[C@H](OC)[C@@H](C)CN(C(=O)c1cnccn1)[C@H](C)CO2	0.6
O=C(Nc1ccc(F)cc1)Nc1ccc2c(c1)[C@@H]1C[C@H](CC(=O)N3CCOCC3)O[C@@H](CO)[C@@H]1O2	-0.2
Cc1ccc(S(=O)(=O)N[C@@H]2CC[C@@H](CC(=O)N3CCc4ccccc4C3)O[C@@H]2CO)cc1	0.5
CO[C@@H]1CN(C)C(=O)c2cc(NC(=O)Nc3cc(F)ccc3F)ccc2OC[C@@H](C)N(C)C[C@H]1C	0.2
COc1ccc(-c2ccc3c(c2)O[C@H](CN(C)C(=O)c2ccccc2F)[C@@H](C)CN([C@H](C)CO)S3(=O)=O)cc1	0.5
O=C(c1cccnc1)N1C[C@H]2[C@@H](c3ccccc31)[C@@H](CO)N2C(=O)Nc1ccccc1	1.9
Cc1noc(C)c1S(=O)(=O)Nc1ccc2c(c1)C(=O)N([C@H](C)CO)C[C@H](C)[C@@H](CN(C)C(=O)Nc1ccccc1)OCCCC[C@H](C)O2	0.8
CCCN1C[C@@H](C)[C@@H](OC)CN(C)C(=O)c2cc(NS(=O)(=O)c3cn(C)cn3)ccc2OC[C@H]1C	0.1
C[C@@H]1CN([C@H](C)CO)C(=O)c2cc(NC(=O)c3ccncc3)ccc2O[C@@H](C)CCCCO[C@H]1CN(C)S(=O)(=O)c1cccs1	1.5
CNC[C@H]1Oc2ccc(NS(=O)(=O)c3ccc(OC)cc3)cc2CC(=O)N([C@@H](C)CO)C[C@@H]1C	0.8
CC(C)NC(=O)Nc1cccc2c1O[C@H](CN(C)C(=O)Nc1ccccc1)[C@H](C)CN([C@@H](C)CO)C2=O	1.3
CC(=O)N1[C@@H](CO)[C@@H](c2ccccc2)[C@@H]1CN(C(=O)c1cccc(F)c1)C(C)C	-1.2

By substructure, the entries above with two or more sulfur atoms.
SMILES	TcdB inh
Cc1noc(C)c1S(=O)(=O)Nc1ccc2c(c1)C(=O)N([C@H](C)CO)C[C@H](C)[C@H](CN(C)S(C)(=O)=O)O2	0.5
COc1ccc(S(=O)(=O)Nc2ccc3c(c2)C(=O)N([C@H](C)CO)C[C@@H](C)[C@H](CN(C)S(=O)(=O)c2cccs2)O3)cc1	0.2
C[C@@H]1CN([C@H](C)CO)C(=O)c2cc(NC(=O)Nc3ccc(C(F)(F)F)cc3)ccc2O[C@@H](C)CCCCO[C@H]1CN(C)S(=O)(=O)c1cccs1	-0.4
Cc1ccc(S(=O)(=O)N(C)C[C@H]2Oc3ccc(NS(=O)(=O)c4cccs4)cc3CC(=O)N([C@H](C)CO)C[C@@H]2C)cc1	-0.2
Cc1ccc(S(=O)(=O)N(C)C[C@@H]2Oc3c(NC(=O)c4ccc(-c5nccs5)cc4)cccc3C(=O)N([C@H](C)CO)C[C@@H]2C)cc1	1.1
Cc1noc(C)c1S(=O)(=O)N(C)C[C@@H]1Oc2c(NS(=O)(=O)c3ccc(F)cc3)cccc2C(=O)N([C@H](C)CO)C[C@@H]1C	-3.5
C[C@@H]1CN([C@H](C)CO)C(=O)c2cc(NC(=O)c3ccncc3)ccc2O[C@@H](C)CCCCO[C@H]1CN(C)S(=O)(=O)c1cccs1	1.5

Some of the compounds tested. The share of hits here may be higher or lower than overall.
